Assay outcomes from PubChem BioAssay.
MBNL1 CUG block: MBNL1-poly(CUG) RNA binding inhibition. Q9NR56. TR-FRET MBNL1-His/biotin-(CUG)12 binding, 665/545 ratio. AID 2675. 280,000 compounds, 0.036% hits. Potency, µM (top dose mostly 57.5 µM), inactives show at the top dose activity change, negative = inhibition, hits mostly inhibitors; active means well fitted inhibition curve with a large enough effect in the signal ratio, with a control signal flat, not every such curve was filed as active; inconclusive means small, poorly fitted or top-dose-only effect, or effect the other way, or a change in a side signal; inactive means no such curve, though single readings can be large or run the other way; the % refers to the signal ratio; further: on the % scale 0 is the no-effect control and ±100 the full control effect
Target sequence (Q9NR56 whole entry, looked up): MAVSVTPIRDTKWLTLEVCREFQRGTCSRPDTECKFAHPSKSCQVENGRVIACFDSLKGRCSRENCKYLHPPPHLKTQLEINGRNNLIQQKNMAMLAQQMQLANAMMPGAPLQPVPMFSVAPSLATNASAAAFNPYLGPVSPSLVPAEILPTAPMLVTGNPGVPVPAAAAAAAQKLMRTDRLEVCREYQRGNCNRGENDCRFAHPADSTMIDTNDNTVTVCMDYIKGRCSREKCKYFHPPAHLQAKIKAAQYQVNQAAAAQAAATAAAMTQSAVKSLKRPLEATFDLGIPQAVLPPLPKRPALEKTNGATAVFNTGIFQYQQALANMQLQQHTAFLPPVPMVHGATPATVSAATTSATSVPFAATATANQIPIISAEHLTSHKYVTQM
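TR-FRET readout: Ex 340 nm, 665/545 nm emission ratio, normalized to buffer-only (basal) and MBNL1-(CUG)12 controls. Complex of MBNL1-His with Biotin-(CUG)12, compounds 92 nM–58 uM, incubated 60 min at room temperature.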
FLuc modulator: inhibits or activates purified firefly luciferase, miR-21 counter-screen. P08659. purified FLuc, Km substrates, luminescence inhibition. Potency, µM (doses to about 57.5 µM), for the others: at the top dose activity change, negative = inhibition, most hits filed as inhibitors. 360,000 compounds, 6.9% hits. AID 588342;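 further: plate controls were vehicle for no effect and reference inhibitor for full effect; nearly all actives have a fitted effect of over 55% in size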
Target sequence (P08659 whole entry, looked up): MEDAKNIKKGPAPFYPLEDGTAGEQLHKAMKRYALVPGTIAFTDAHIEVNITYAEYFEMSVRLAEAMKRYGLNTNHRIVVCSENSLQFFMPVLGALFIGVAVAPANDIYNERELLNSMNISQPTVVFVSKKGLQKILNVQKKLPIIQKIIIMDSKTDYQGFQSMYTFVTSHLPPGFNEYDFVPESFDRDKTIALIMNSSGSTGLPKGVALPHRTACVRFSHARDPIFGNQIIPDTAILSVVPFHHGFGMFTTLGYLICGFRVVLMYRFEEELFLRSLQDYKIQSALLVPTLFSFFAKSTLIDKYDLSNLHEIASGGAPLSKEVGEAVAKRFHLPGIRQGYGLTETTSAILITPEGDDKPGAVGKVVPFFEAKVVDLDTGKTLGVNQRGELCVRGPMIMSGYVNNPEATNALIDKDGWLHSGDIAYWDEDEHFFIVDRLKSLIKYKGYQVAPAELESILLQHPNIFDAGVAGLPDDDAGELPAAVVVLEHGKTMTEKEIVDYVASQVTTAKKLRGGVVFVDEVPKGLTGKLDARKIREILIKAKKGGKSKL
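Purified P. pyralis luciferase, 10 nM final, with Km-level 10 uM D-luciferin and 10 uM ATP in 50 mM Tris acetate pH 7.5, 10 mM Mg acetate, 0.01% Tween-20, 0.05% BSA; 6-point qHTS titration about 60 µM downward; luminescence read.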
Rab9 promoter act: activators of Rab9 promoter. Huh7 Rab9 promoter-luciferase reporter, luminescence, 24 h. Potency, µM (doses to about 9.22 µM), without a hit: top-dose activation, negative = inhibition, actives largely listed as activators. 320,000 compounds, 2.8% hits; further: % of control where 0% means no effect; nearly all actives have a fitted effect of over 60% in size
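Huh7 cells stably carrying Rab9 promoter–luciferase reporter, plated 1500 cells/well, compound added after 2 h and incubated 24 h at 37 °C; luciferase luminescence then read after 10 min with detection reagent.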
uPA generation: blocks generation of uPA at the cell surface | 330,000 compounds, 0.31% hits | Potency, µM (top dose mostly 38.3 µM), for inactives: at the top dose activity change, negative = inhibition, actives largely listed as inhibitors | cell surface uPA generation assay, qHTS; active means well fitted inhibition curve with a large enough effect; inconclusive means small, poorly fitted or top-dose-only effect; inactive means no such curve, though single readings can be large or run the other way; tested in mouse RAW 264.7 cells; further: on the % scale 0 is the no-effect control and ±100 the full control effect; nearly all actives have a fitted effect of over 55% in size
RORgamma inh: inhibitors of mouse ROR gamma transcriptional activity; P51450; AID 2551; 310,000 compounds, 5.4% hits; Drosophila S2 Gal4-RORgamma UAS-luciferase reporter, 20 h; Potency, µM (titrated, usually from 53.6 µM), for the others: top-dose activity change, negative = inhibition, most hits filed as inhibitors; further: on the % scale 0 is the no-effect control and ±100 the full control effect; nearly all actives have a fitted effect of over 60% in size
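Drosophila S2 cells stably expressing Gal4-DBD/mouse RORγ fusion under metallothionein promoter plus UAS-luciferase; compound 1 h, then 700 uM CuSO4 induction for 20 h at ambient temperature; inhibition read as reduced luminescence.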
NPC1 promoter act: NPC1 promoter activation | Potency, µM (doses to about 9.22 µM), for inactives: at the top dose activation, hits mostly activators | 320,000 compounds, 2.4% hits | Huh7 NPC1 promoter luciferase reporter, 24 h;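 further: % of control where 0% means no effect; nearly all actives have a fitted effect of over 60% in size; reporter is driven by a mutant NPC1 promoter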
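Compounds in DMSO were transferred onto Huh7 NPC1-luciferase reporter cells pre-incubated 2 h; after 24 h at 37 °C, Amplite reagent was dispensed and luminescence recorded 10 min later.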
VP16 counter: counter-screen for ROR gamma inhibitors: Gal4-VP16 reporter; Drosophila S2 Gal4-VP16 UAS-luciferase, luminescence, 20 h; AID 2546; Potency, µM (titrated, usually from 53.6 µM), for the others: at the highest dose activity, negative = inhibition, usual class: inhibitors; 310,000 compounds, 3.5% hits;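 further: Gal4-VP16 expression switched on by copper sulfate through the metallothionein promoter; on the % scale 0 is the no-effect control and ±100 the full control effect; nearly all actives have a fitted effect of over 50% in size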
BRCA1 expr up: activators of BRCA1 expression. MCF7-BRCA1-FFLuc reporter, luminescence, 48 h; response scale: scaled: vehicle 0%, 10 µM genistein 100%. Potency, µM (titrated, usually from 46.1 µM), for the others: top-dose activation, hits mostly activators. 380,000 compounds, 1.1% hits; further: nearly all actives have a fitted effect of over 80% in size; some results filed as inactive show a strong effect at the top dose
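Using MCF7 cells harboring a BRCA1 firefly luciferase reporter, plated 2 h before compound pinning, the screen measured luminescence after 48 h incubation. Responses were normalized to DMSO and 10 microM genistein, then fitted for concentration-effect.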
p53 reactivator: restores transcriptional activity of mutant p53. 320,000 compounds, 0.063% hits. AID 504706. Potency, µM (doses to about 92.2 µM), for inactives: at the top dose activity change, positive = activation, actives largely listed as activators. H1299 p53-A138V BP100-luciferase reporter, luminescence, 24 h; further: % of control where 0% means no effect; nearly all actives have a fitted effect of over 45% in size
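p53-null H1299 cells stably carrying temperature-sensitive p53-A138V and a BP100-luciferase reporter were pinned with compounds (4-point, 1:5 series) and held 24 hrs at 37 deg C. Luminescence was read 10 min after detection reagent.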
ELG1 genotox: induces genotoxicity in HEK293T cells with luciferase-tagged ELG1; HEK293T ELG1-luciferase reporter, luminescence, 16 h; Potency, µM (titrated, usually from 46 µM), for inactives: top-dose activity change, positive = activation, hits mostly activators; 330,000 compounds, 1.3% hits; further: % of control where 0% means no effect; nearly all actives have a fitted effect of over 60% in size
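Genotoxicity was scored as increased ELG1-luciferase reporter signal, measured by ONE-Glo luminescence (30 min, room temperature). Compound or vehicle exposure of the HEK293T reporter cells lasted 16 hr at 37°C.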
* hit, by the source's call; ? = inconclusive; . = no result given; & = joins results of further samples; [ ] = dose if it differs, or a comment. Unless noted, the call rests on the fitted dose curve; in most records, active means well fitted curve in the direction sought with a large enough effect; inconclusive means small, poorly fitted or top-dose-only effect, or another doubt; inactive means no such curve, though single readings can be large; an effect the other way counts as inactive or inconclusive. Potency means the concentration at half of the fitted maximal effect. Not a hit list. About 13% of those tested had a hit in this group.

entry | compound | BRCA1 expr up | Rab9 promoter act | RORgamma inh | FLuc modulator | NPC1 promoter act | uPA generation | ELG1 genotox | MBNL1 CUG block | VP16 counter | p53 reactivator
1 | Cc1c(C(=O)OCC(=O)Nc2ccc3c(c2)OCO3)cccc1[N+](=O)[O-] | 21% | 0% | 20% | -19% | -5% | 8% | -1% | -1% | -4% | -3%
2 | CN(Cc1ccc(C(C)(C)C)cc1)C(=O)c1ccc2c(=O)n3c(nc2c1)CCC3 | -13% | -5% | . | -2% | -4% | -1% | -7% | . | . | 5%
3 | O=C(CN1CCCC1)Nc1ccc(NC(=O)Nc2ccccc2Cl)cc1 | 11µM* | 19% | 0% | 21µM* | 16% | 0% | ? | 0% | 8% | ?
4 | CCCc1cc(=O)oc2c(C)c(OCC(=O)c3ccc(N4CCCC4)cc3)ccc12 | 1% | 2% | 9% | -12% | 1% | -2% | 5% | -7% | 0% | 3%
5 | Cc1ccccc1-n1c(SCC(=O)NC(N)=O)nc2sc(-c3ccccc3)cc2c1=O | -3% | -7% | ? | -5% | -4% | -1% | 0% | 45%[activator] | -1% | -1%
6 | O=C(Cc1ccccc1)n1nc(-c2ccco2)nc1SCc1ccccc1 | 11µM* | 15% | ? | 17µM* | 24% | 2% | ? | -13% | 16% | 14%
7 | COc1cc(NC(=O)CSc2nc3c(c(=O)[nH]2)CCCC3)cc(OC)c1OC | -10% | -7% | -3% | ? | -1% | 1% | -1% | 3% | 5% | -5%
8 | COc1ccc(-c2ccc(SCC(=O)c3ccc(F)cc3)nn2)cc1OC | -2% | 0% | 17% | 13µM* | -7% | -8% | -5% | 8% | -29% | -5%
9 | COc1cc(C2C3=C(CC(C)(C)CC3=O)OC3=C2C(=O)CC(C)(C)C3)cc([N+](=O)[O-])c1O | -4% | -12% | -24% | -9% | -1% | -3% | 4% | ? | -4% | -1%
10 | COc1ccc(C)cc1NC(=O)CN1CCN(c2ccc(F)cc2)CC1 | -18% | 5% | 13% | 18% | 1% | 6% | -3% | 5% | 0% | 10%
11 | Fc1ccc(-c2csc(Nc3ccccn3)n2)cc1 | 22% | 3.2µM* | ? | 1.5µM* | 3.5µM* | ? | 2.1µM* | -2% | ? | ?
12 | CCOc1ccc(NC(=S)N(CCN2CCOCC2)Cc2cc3cc4c(cc3[nH]c2=O)OCO4)cc1 | -17% | 0% | 24% | -2% | 1% | 2% | 1% | 0% | -21% | 1%
13 | NCCNC(=O)Cc1ccc(NC(=O)Cc2ccc(Nc3ncnc4c3ncn4[C@@H]3O[C@H](CO)[C@@H](O)[C@H]3O)cc2)cc1 | 25% | -1% | . | ? | -3% | -2% | ? | . | . | -1%
14 | Cc1nc2ccc(Br)cn2c1C(=O)N/N=C\c1ccc(C(C)C)cc1 | -19% | -2% | 5.6µM* | -2% | -14% | -3% | -1% | -4% | 5µM* | 0%
15 | Cc1ccc(N=C2C(=O)Nc3c(C)cccc32)cc1 | 4% | 0% | -29% | 0% | -3% | 12% | -7% | ? | -4% | 4%
16 | Cc1ccc(C2=NS(=O)(=O)N(C)C(C(=O)NCc3cccs3)=C2)cc1 | -7% | 4% | -2% | ? | -5% | 1% | 1% | ? | -2% | 5%
17 | CN(C)Cc1c(O)ccc2c(=O)c(-c3ccccc3Cl)coc12 | -4% | -3% | 0% | -1% | 2% | -2% | 4% | 6% | -6% | 6%
18 | CN(C)S(=O)(=O)c1ccc(NCC2COc3ccccc3O2)c([N+](=O)[O-])c1 (stereo not drawn) | 19% | 22% | ? | -12% | 14% | 2% | -1% | ? | -1% | ?
19 | CN(CC(=O)NCCc1ccccc1)S(=O)(=O)c1cnc[nH]1 | 29% | 2% | -7% | 0% | -1% | -2% | 1% | -10% | 24% | 7%
20 | O=C(NC(=S)NC1CC1)c1cccnc1 | -18% | 1% | 5.6µM* | -1% | 1% | -1% | 0% | -2% | ? | 1%
21 | Cn1c(Cc2ccccc2)nnc1SCC(=O)N1CCN(c2ccccc2)CC1 | -37% | 7% | -5% | 1% | -5% | -7% | -6% | 6% | -6% | -2%
22 | CSCCC(=O)N1CCCC(CNC(=O)c2ccc(-c3ccccc3)cc2)C1 (stereo not drawn) | 56% | 0% | 27% | 12µM* | -2% | ? | -2% | 5% | -17% | -4%
23 | COc1ccc(S(=O)(=O)n2nc(-c3ccc(Cl)cc3)cc2N)cc1OC | -27% | 3% | 15% | 0% | -1% | 6% | -15% | -2% | -6% | 0%
24 | O=C(Nc1ccc2oc(-c3ccncc3)nc2c1)c1ccc(Br)o1 | 4% | -1% | -11% | 2% | 0% | -4% | -3% | -1% | -1% | 11%
25 | O=c1oc2cc(Br)ccc2n1CSC1=NCCS1 | -7% | -8% | -32% | ? | 2% | -8% | 2% | 1% | -1% | ?
26 | COc1ccc(/C=C/C(=O)N2CCN(c3ccccn3)CC2)cc1OC | 5% | 2% | 34% | 1% | -3% | -2% | 8% | 17% | -2% | -57%[inhibitor]
27 | O=C(c1nc2ccccn2c1CN1CCC(Cc2ccccc2)CC1)N1CCCC1 | 1% | -8% | 9% | -1% | -4% | 2% | -7% | 0% | 4% | -3%
28 | O=C(NC(=S)N1CCN(c2c(Cl)cccc2[N+](=O)[O-])CC1)c1cccs1 | -65% | 0% | 0.28µM* | -4% | 2% | -1% | -7% | 7% | 0.16µM* | -4%
29 | O=C(Nc1ccc(-c2ccccc2)cc1)c1ccco1 | 3% | 1% | ? | 4% | -4% | 3% | 9% | -4% | -6% | -3%
30 | CC1CCc2nc(NC(=O)Cc3cccs3)sc2C1 (stereo not drawn) | 5.6µM* | 2.2µM* | ? | 9.5µM* | 3.2µM* | -2% | 9.2µM* | -1% | ? | ?
31 | Cc1cccc(N(CC(=O)N2CCN(C)CC2)S(=O)(=O)c2ccccc2)c1 | -25% | 8% | 2% | 6% | -2% | 0% | -4% | 8% | -7% | -2%
32 | CCOC(=O)c1c(CS(=O)(=O)c2ccccc2)n(C)c2cc(Br)c(O)cc12 | -1% | -6% | ? | -2% | -2% | 5% | -14% | -4% | -13% | .
33 | Cc1ccccc1NC(=O)c1cccc(N2C(=O)C3C4CC(C(Br)C4Br)C3C2=O)c1 (stereo not drawn) | -18% | -3% | 0% | 2% | -3% | 2% | -3% | -2% | 4% | -2%
34 | CCOC(=O)C1=C(CSc2nncn2C)NC(=O)NC1c1cc(OCC)ccc1OCC (stereo not drawn) | 6% | . | 4% | 2% | . | 4% | . | -5% | -2% | .
35 | CCCCc1nc2ccccc2c(C(=O)O)c1C | 3% | 10% | -9% | -3% | 2% | 4% | 0% | 8% | 2% | 6%
36 | CCOC(=O)c1c[nH]c2c(C(F)(F)F)cccc2c1=O | 0% | 0% | -3% | -19% | -3% | -2% | -1% | -4% | -3% | 0%
37 | Cc1ccccc1S(=O)(=O)Cc1ccc(C(=O)NCCCN2CCCC(C)C2)o1 (stereo not drawn) | -2% | 3% | -5% | 1% | -2% | -1% | 2% | -2% | ? | -11%
38 | CCCCN(C(=O)CSc1nnc(Nc2ccccc2)s1)c1c(N)n(CCC)c(=O)[nH]c1=O | 34% | 2% | -11% | 15µM* | -1% | ? | 1% | 4% | -2% | 0%
39 | CC(CC(=O)Nc1nncs1)c1ccccc1 (stereo not drawn) | 7% | 0% | 19% | 4% | -1% | 3% | 0% | -10% | 0% | -7%
40 | O=C1CC(c2ccccc2Br)c2cc3c(cc2N1)CCC3 (stereo not drawn) | . | -21% | 2% | -10% | -31%[inhibitor] | . | 1% | 2% | -5% | -3%
41 | O=C(COC(=O)c1ccc(CNS(=O)(=O)c2ccc(F)c(Cl)c2)cc1)NCC1CCCCC1 | -5% | 0% | -16% | 0% | -3% | 3% | -3% | -5% | -9% | ?
42 | COc1ccccc1N1CCN(C(=O)c2ccc(Br)o2)CC1 | -21% | . | . | . | . | -2% | 0% | . | . | -2%
43 | COc1ccc(C2/C=C\CNCC(=O)N2Cc2ccc(F)cc2)cc1 (stereo not drawn) | 6% | -8% | -8%&9% | 1% | 2% | 1% | 2% | -3% | 4%&2% | -4%
44 | CCOc1ccc(-c2ncncc2-c2ccccc2OC)c(O)c1 | 2% | 4% | -41% | 0% | 10% | 3% | -15% | -6% | 15% | -3%
45 | O=C(c1cc([N+](=O)[O-])ccc1N1CCOCC1)N1CCN(S(=O)(=O)c2cc(Cl)ccc2Cl)CC1 | -15% | -5% | . | 3% | -5% | 6% | 0% | . | . | -4%
46 | Cc1nn(C)c(C)c1CNC(=O)Nc1ccc(Cl)cc1 | 6.3µM* | 3.2µM* | ? | ? | ? | -5% | ? | -7% | -10% | 9%
47 | Clc1ccc(-c2nnn(Cc3nc4ccccc4s3)n2)cc1 | 26% | 16% | 21% | 19µM* | 8% | 5% | ? | 2% | -3% | ?
48 | CN(C(=O)COC(=O)c1ccc(Br)c(S(=O)(=O)N2CCOCC2)c1)C1CCCCC1 | -18% | . | . | . | . | -9% | -2% | . | . | -1%
49 | N#Cc1c(C(F)(F)F)cc(-c2ccc(Cl)c(Cl)c2)nc1SCCN1CCOCC1 | -69% | 3% | -12% | 1% | 0% | 16% | 1% | 17% | -3% | 6%
